Screening results: PubChem, several laboratories
FLuc act counter: firefly luciferase counter-screen for stimulation assays; ATPlite luciferase biochemical, luminescence, 10 min; 0 = ATP-free wells, 1 = DMSO control; activation factor at 10 µM; 200,000 tested, under 10 active; AID 1027;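 active = luciferase activation factor, scaled between plate controls, of at least 2 with compound at 10 µM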
Target sequence (P08659 whole entry, looked up): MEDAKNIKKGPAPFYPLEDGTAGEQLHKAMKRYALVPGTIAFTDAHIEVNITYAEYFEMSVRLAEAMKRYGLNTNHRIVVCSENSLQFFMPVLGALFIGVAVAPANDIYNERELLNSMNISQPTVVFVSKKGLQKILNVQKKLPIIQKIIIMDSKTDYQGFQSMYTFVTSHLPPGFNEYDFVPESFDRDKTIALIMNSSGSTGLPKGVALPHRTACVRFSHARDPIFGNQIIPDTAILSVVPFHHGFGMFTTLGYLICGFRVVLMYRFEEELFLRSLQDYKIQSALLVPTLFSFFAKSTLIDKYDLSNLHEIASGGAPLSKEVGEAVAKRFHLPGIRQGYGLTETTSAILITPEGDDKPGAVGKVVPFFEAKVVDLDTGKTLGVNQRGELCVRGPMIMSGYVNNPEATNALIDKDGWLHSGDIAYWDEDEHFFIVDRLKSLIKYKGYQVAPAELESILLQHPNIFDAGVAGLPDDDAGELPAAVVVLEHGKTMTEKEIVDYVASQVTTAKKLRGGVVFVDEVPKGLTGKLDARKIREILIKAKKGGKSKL
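Assay system – cell-free luciferase reagent · Medium – PBS-based ATP solution · Dosing – test compounds dosed from 2 mM stocks in 100% DMSO · Timing – 10 min, room temperature · Technique – light output (luminescence) · Measure – luminescence gain marking luciferase activators · Controls – No-ATP low control, compound-free enzyme-plus-ATP high control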
APP 5'UTR act: APP 5'UTR luciferase reporter activation | SH-SY5Y APP 5'UTR luciferase reporter, luminescence; zero percent = DMSO vehicle wells | activation, % at 2 µM | 190,000 tested, 1% active;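 active = activation above a set limit, based on mean plus 3 SD of controls, cut at about 140% in these data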; note: values of inactives mirror those of a sister screen read the other way
STAT3 activator: increases IL-6 driven STAT3 reporter signal; activation (% of control), % at 5.6 µM; AID 871; 190,000 tested, 0.91% active; U3A cells, IL-6 STAT3-luciferase reporter, luminescence; 100% = signal with IL-6 EC80 alone;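 active = activation above the screen-wide mean of compound activation plus 3 SD, cut at about 130% in these data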;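 note: 0% = background luminescence of wells with medium and substrate only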
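Material: STAT1-lacking human U3A cells, STAT3 luciferase reporter | Benchmarks: IL-6-only wells as 100% reference | Probe or stimulus: IL-6 (33 ng/mL) | Timing: Compound 1 h, then IL-6 6 h at 37 °C | Detection: Luminescence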
STAT3 blocker: reduces IL-6 driven STAT3 reporter signal; 190,000 tested, 0.89% active; U3A cells, IL-6 STAT3-luciferase reporter, luminescence; host cell line lacks STAT1; inhibition, % at 5.5 µM; AID 862;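 active = inhibition above the mean inhibition across all screened compounds plus 3 SD, cut at about 44% in these data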;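 note: 0% = DMSO only wells and 100% = 100 µM nifuroxazide control wells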
FLuc inh counter: counter-screen for luciferase assay inhibitors: firefly luciferase inhibition | 200,000 tested, 1.5% active | inhibition, % at 10 µM | AID 1006 | ATPLite firefly luciferase biochemical luminescence, 10 min;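 active = inhibition above about 50% when tested at 10 µM, limit read from the data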
ROMK mod: human ROMK K+ channel modulation, primary screen; P48048; Tet-inducible ROMK, thallium flux fluorescence; actives lie on both sides; B-score at 10 µM; 130,000 tested, 2% active;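 active = signal ratio slope over the read window, or its plate-corrected B-score, at least 3 SD from the plate mean, either direction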;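 note: B-score of the F/F0 ratio slope over 7 to 12 s after thallium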
Target sequence (P48048 whole entry, looked up): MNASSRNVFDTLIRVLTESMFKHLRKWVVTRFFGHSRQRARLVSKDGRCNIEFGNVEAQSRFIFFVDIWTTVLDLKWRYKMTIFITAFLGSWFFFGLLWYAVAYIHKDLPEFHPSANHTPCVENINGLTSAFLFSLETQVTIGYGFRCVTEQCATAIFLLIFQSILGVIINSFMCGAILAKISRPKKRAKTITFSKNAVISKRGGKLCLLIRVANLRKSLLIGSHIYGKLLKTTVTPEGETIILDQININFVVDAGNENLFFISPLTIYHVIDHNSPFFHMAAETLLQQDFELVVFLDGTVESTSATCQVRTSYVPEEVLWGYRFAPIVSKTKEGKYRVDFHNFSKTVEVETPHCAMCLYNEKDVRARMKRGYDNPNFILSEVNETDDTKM
NF-kB expr up: raises NF-kB expression in human neuronal cells | NF-kB reporter expression; stronger effect = higher value | fold change at 12.5 µM | 190,000 tested, 1.6% active; in the data active = fold change above about 3.3
STAT1 inh: STAT1 signaling inhibition. NIH 3T3 STAT1-luciferase reporter, IFN-gamma, luminescence. inhibition, % at 5.5 µM. 200,000 tested, 0.35% active;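 active = inhibition above a set limit, the mean inhibition across all tested compounds plus 3 SD, cut at about 34% in these data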;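 note: 0% = IFN-gamma with DMSO and 100% = IFN-gamma with 300 µM nifuroxazide; values of inactives mirror those of a sister screen read the other way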
APP transl inh: APP translation inhibition | SH-SY5Y APP 5'UTR-luciferase reporter, luminescence | 190,000 tested, 0.82% active | inhibition, % at 2 µM | AID 1285;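 active = inhibition above a set limit, derived from the sample mean plus 3 SD, cut at about 45% in these data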; note: values of inactives mirror those of a sister screen read the other way
STAT1 activator: STAT1 signaling activation; activation (% of control), % at 5.5 µM; NIH 3T3 STAT1-luciferase reporter, IFN-gamma, luminescence; 100% = IFN-gamma alone, no compound; 200,000 tested, 2.6% active;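 active = activation above the screen-wide mean activation plus 3 SD, cut at about 130% in these data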;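 note: raw ratio to IFN-gamma control signal so 100% means no change and 0% no light; values of inactives mirror those of a sister screen read the other way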
* = called active by the depositor.

COc1ccc(C=O)cc1Cn1ccnc1C was read as FLuc act counter 1, APP 5'UTR act 9, STAT3 activator 97, STAT3 blocker 8, FLuc inh counter 4, ROMK mod -7.2*, NF-kB expr up 0.99, STAT1 inh -3, APP transl inh -9 and STAT1 activator 101.
Screening CC(C)Sc1nc(N2CCOCC2)c2c(c1C#N)CC(C)(C)SC2 returned FLuc act counter 1, APP 5'UTR act 19, STAT3 activator 98, STAT3 blocker 7, FLuc inh counter -1, NF-kB expr up 0.94, STAT1 inh 17, APP transl inh -19 and STAT1 activator 85.
Cc1cc(O)ccc1NC(=O)c1ccccc1 was read as FLuc act counter 1, APP 5'UTR act 25, STAT3 activator 96, STAT3 blocker 14, FLuc inh counter 0, NF-kB expr up 0.98, STAT1 inh 9, APP transl inh -25 and STAT1 activator 92.
Screening CSc1nc2nccc(-c3ccc(Cl)cc3)n2n1 returned FLuc act counter 1.1, APP 5'UTR act -24, STAT3 activator 81, STAT3 blocker 23, FLuc inh counter -10, ROMK mod -0.3, NF-kB expr up 1.1, STAT1 inh -2, APP transl inh 24 and STAT1 activator 95.
Screening O=C(c1sc2cc([N+](=O)[O-])ccc2c1Cl)N1CCCCC1 returned FLuc act counter 1, APP 5'UTR act 19, STAT3 activator 97, STAT3 blocker -1, FLuc inh counter 0, NF-kB expr up 1.1, STAT1 inh -8, APP transl inh -19 and STAT1 activator 107.
`COc1ccc(OC)c(-n2c(-c3ccc(C)cc3)n[nH]c2=S)c1` gave FLuc act counter 0.9, APP 5'UTR act 3, STAT3 activator 105, STAT3 blocker -2, FLuc inh counter 14, NF-kB expr up 0.94, STAT1 inh 0, APP transl inh -2 and STAT1 activator 100.
Cc1ccc(CSCC(=O)N/N=C/c2cccc(OC3CSC3)c2)cc1 was read as FLuc act counter 1, APP 5'UTR act 13, STAT3 activator 82, STAT3 blocker 21, FLuc inh counter -3, ROMK mod 1.2, NF-kB expr up 1.2, STAT1 inh -1, APP transl inh -13 and STAT1 activator 101.
CCOc1ccc2nc(N/C(N)=N/C(=S)Nc3ccc(OC)cc3)nc(C)c2c1 was read as FLuc act counter 1, APP 5'UTR act 12, STAT3 activator 88, STAT3 blocker 20, FLuc inh counter -2, ROMK mod -0.45, STAT1 inh -1, APP transl inh -12 and STAT1 activator 101.
CC12CC(O)C3c4ccc(O)cc4CCC3C1CCC2=O (stereo unspecified) was read as FLuc act counter 1, APP 5'UTR act 1, STAT3 activator 94, STAT3 blocker 10, FLuc inh counter -4, ROMK mod 0.13, NF-kB expr up 1.1, STAT1 inh 7, APP transl inh -1 and STAT1 activator 94.
`Cc1cccc(C(=O)Nc2cccc(C(=O)N3CCOCC3)c2)c1` gave FLuc act counter 0.9, APP 5'UTR act 2, STAT3 activator 108, STAT3 blocker -10, FLuc inh counter 7, ROMK mod -1, NF-kB expr up 1.2, STAT1 inh 5, APP transl inh -2 and STAT1 activator 96.
`COc1ccc(OCCC(=O)OCC(=O)Nc2ccc(S(=O)(=O)N3CCOCC3)cc2)cc1` gave FLuc act counter 1, APP 5'UTR act -14, STAT3 activator 102, STAT3 blocker 5, FLuc inh counter -2, ROMK mod -0.044, NF-kB expr up 0.96, STAT1 inh 7, APP transl inh 14 and STAT1 activator 94.
O=C(CSc1nc(-c2ccccc2)cc(=O)[nH]1)N1CCOCC1 was read as FLuc act counter 1.1, APP 5'UTR act 22, STAT3 activator 100, STAT3 blocker 2, FLuc inh counter -5, ROMK mod 0.36, NF-kB expr up 0.93, STAT1 inh 2, APP transl inh -22 and STAT1 activator 100.
Screening O=C(Nc1ccc(N2CCN(Cc3ccccc3Cl)CC2)cc1)c1cccnc1 returned FLuc act counter 1, APP 5'UTR act 8, STAT3 activator 79, STAT3 blocker 28, FLuc inh counter -1, ROMK mod -0.3, NF-kB expr up 0.86, STAT1 inh 6, APP transl inh -8 and STAT1 activator 94.
O=C(Cn1c(=O)oc2cc(S(=O)(=O)N3CCCCCC3)ccc21)NC1CCCCC1 was read as FLuc act counter 1, APP 5'UTR act 4, FLuc inh counter -3, NF-kB expr up 1 and APP transl inh -4.
CCOC(=O)C1=C(N)OC2=C(C(=O)CCC2)C1c1sccc1C (stereo unspecified) was read as FLuc act counter 1.1, APP 5'UTR act 1, STAT3 activator 82, STAT3 blocker 24, FLuc inh counter -8, ROMK mod -0.069, NF-kB expr up 1.1, STAT1 inh 2, APP transl inh -1 and STAT1 activator 98.
O=C(CSc1nc(-c2ccco2)cc(C(F)(F)F)n1)NC1CCCCCCC1 was read as APP 5'UTR act 9, STAT3 activator 90, STAT3 blocker 14, NF-kB expr up 1.3, STAT1 inh 0, APP transl inh -9 and STAT1 activator 102.
`Cc1ccc(-c2nc3c(=O)n(C)c4ccccc4c3o2)cc1` gave FLuc act counter 0.8, APP 5'UTR act 6, STAT3 activator 90, STAT3 blocker 15, FLuc inh counter 16, NF-kB expr up 1.1, STAT1 inh -1, APP transl inh -6 and STAT1 activator 101.
CCNc1nc(NCC)nc(ON=C(C)C)n1 was read as FLuc act counter 1, APP 5'UTR act -9, STAT3 activator 100, STAT3 blocker 8, FLuc inh counter -4, ROMK mod 0.062, NF-kB expr up 0.96, STAT1 inh 3, APP transl inh 9 and STAT1 activator 97.
`O=C1CCC(/C=C/c2ccccc2)=NN1Cc1ccc(F)cc1` gave FLuc act counter 1.1, APP 5'UTR act -8, STAT3 activator 98, STAT3 blocker 5, FLuc inh counter -11, ROMK mod 0.52, NF-kB expr up 1.5, STAT1 inh -2, APP transl inh 8 and STAT1 activator 103.
COc1ccc(-c2cc(-c3ccccc3O)[nH]n2)cc1 was read as FLuc act counter 0.7, APP 5'UTR act 192*, STAT3 activator 86, STAT3 blocker 19, FLuc inh counter 29, NF-kB expr up 7.1*, STAT1 inh -6, APP transl inh -192 and STAT1 activator 106.

Two successive entries out of the list so far, quoted:
`O=C1CCC(/C=C/c2ccccc2)=NN1Cc1ccc(F)cc1` gave FLuc act counter 1.1, APP 5'UTR act -8, STAT3 activator 98, STAT3 blocker 5, FLuc inh counter -11, ROMK mod 0.52, NF-kB expr up 1.5, STAT1 inh -2, APP transl inh 8 and STAT1 activator 103.
COc1ccc(-c2cc(-c3ccccc3O)[nH]n2)cc1 was read as FLuc act counter 0.7, APP 5'UTR act 192*, STAT3 activator 86, STAT3 blocker 19, FLuc inh counter 29, NF-kB expr up 7.1*, STAT1 inh -6, APP transl inh -192 and STAT1 activator 106.

Later entries:
For Cc1cc(C(=O)Cn2nc(C(=O)O)c3ccccc3c2=O)c(C)n1CCc1ccc(Cl)cc1 the results were FLuc act counter 1.1, APP 5'UTR act 3, STAT3 activator 87, STAT3 blocker 18, FLuc inh counter -7, ROMK mod -0.11, NF-kB expr up 3, STAT1 inh 3, APP transl inh -4 and STAT1 activator 97.
Screening CC1CCN(C(=O)CC2C(=O)Nc3c2c(=O)n(C)c(=O)n3Cc2ccccc2)CC1 (stereo unspecified) returned FLuc act counter 1.1, APP 5'UTR act -5, STAT3 activator 100, STAT3 blocker 4, FLuc inh counter -8, NF-kB expr up 1.1, STAT1 inh -4, APP transl inh 5 and STAT1 activator 104.
O=C(O)C1CCC(Cn2c(SCc3cc(=O)n4cc(Br)ccc4n3)nc3ccsc3c2=O)CC1 (stereo unspecified) was read as FLuc act counter 1, APP 5'UTR act 10, STAT3 activator 108, STAT3 blocker -4, FLuc inh counter 0, ROMK mod 1.1, NF-kB expr up 0.88, STAT1 inh 13, APP transl inh -10 and STAT1 activator 87.
`O=C(Nc1ccccc1O)c1cccc(S(=O)(=O)N2CCOCC2)c1` gave FLuc act counter 1, APP 5'UTR act 1, STAT3 activator 103, STAT3 blocker 0, FLuc inh counter 4, ROMK mod -0.44, NF-kB expr up 1.1, STAT1 inh -4, APP transl inh -1 and STAT1 activator 103.
Nc1ccccc1C(=O)/C=C/c1ccc2c(c1)OCO2 was read as FLuc act counter 0.4, APP 5'UTR act 129, STAT3 activator 99, STAT3 blocker -2, FLuc inh counter 62*, ROMK mod 0.5, NF-kB expr up 7.2*, STAT1 inh -11, APP transl inh -129 and STAT1 activator 110.
Screening CCOc1cc(CN2CCCCC2)ccc1OC returned FLuc act counter 1, APP 5'UTR act -7, STAT3 activator 98, STAT3 blocker 3, FLuc inh counter 0, ROMK mod 0.44, NF-kB expr up 1, STAT1 inh -5, APP transl inh 7 and STAT1 activator 104.
CN(C)CCN1C(=O)c2oc3ccccc3c(=O)c2C1c1cccc(Br)c1 (stereo unspecified) was read as FLuc act counter 1, APP 5'UTR act 2, STAT3 activator 109, STAT3 blocker -6, FLuc inh counter 0, NF-kB expr up 1.1, STAT1 inh -7, APP transl inh -2 and STAT1 activator 107.
COc1cc(NC(=O)Cn2ncc(Cl)c(Cl)c2=O)c(C)cc1[N+](=O)[O-] was read as FLuc act counter 1.1, APP 5'UTR act -95, STAT3 activator 78, STAT3 blocker 30, FLuc inh counter -5, ROMK mod -1.9, NF-kB expr up 0.17, STAT1 inh 9, APP transl inh 95* and STAT1 activator 91.
Screening O=C(COc1ccc(Cl)cc1)Nc1ccccc1C(=O)NCc1ccco1 returned FLuc act counter 1.1, APP 5'UTR act 6, STAT3 activator 94, STAT3 blocker 10, FLuc inh counter -7, NF-kB expr up 1, STAT1 inh 3, APP transl inh -6 and STAT1 activator 97.
Screening Cc1cc(=O)[nH]c(SCC(=O)NCc2ccco2)n1 returned FLuc act counter 1, APP 5'UTR act 2, STAT3 activator 100, STAT3 blocker 5, FLuc inh counter -2, NF-kB expr up 1.2, STAT1 inh -11, APP transl inh -2 and STAT1 activator 110.
For Cc1ccsc1C(=O)OCC(=O)NCc1ccco1 the results were FLuc act counter 1, APP 5'UTR act -8, STAT3 activator 98, STAT3 blocker 7, FLuc inh counter 1, ROMK mod 0.17, NF-kB expr up 1.1, STAT1 inh -11, APP transl inh 8 and STAT1 activator 109.
Fc1ccc(-n2cc(-c3ccccc3)c3c(NN4CCOCC4)ncnc32)cc1 was read as FLuc act counter 1.1, APP 5'UTR act -1, STAT3 activator 104, STAT3 blocker -8, FLuc inh counter -5, ROMK mod -4.2*, NF-kB expr up 0.59, STAT1 inh -8, APP transl inh 1 and STAT1 activator 107.
Screening CC(C)NC(=O)CCc1nnc(Cc2cccc(C(F)(F)F)c2)o1 returned FLuc act counter 1, APP 5'UTR act 40, STAT3 activator 112, STAT3 blocker -9, FLuc inh counter -3, ROMK mod -0.88, NF-kB expr up 2.5, STAT1 inh -46, APP transl inh -40 and STAT1 activator 140*.
`O=C(Cn1c(=O)sc2ccccc21)N1CCOCC1` gave FLuc act counter 1, APP 5'UTR act -2, STAT3 activator 105, STAT3 blocker -1, FLuc inh counter -1, ROMK mod -0.093, NF-kB expr up 0.91, STAT1 inh -6, APP transl inh 2 and STAT1 activator 106.
For Cc1ccccc1C(=O)Oc1ccccc1C(=O)N1CCOCC1 the results were FLuc act counter 1.1, APP 5'UTR act 6, STAT3 activator 97, STAT3 blocker 6, FLuc inh counter -6, ROMK mod -0.46, NF-kB expr up 0.66, STAT1 inh 14, APP transl inh -6 and STAT1 activator 88.
